ANO1 activ: activators or potentiators of mouse TMEM16A chloride channel; Q8BHY3; HEK293 TMEM16A/YFP-H148Q/I152L, iodide quench fluorescence; hits give low values; B-score at 10 µM; hit rate 0.3% among 340,000; AID 623877;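 active = fluorescence-ratio B-score plate-corrected deviation score at least 3 library SD below zero, with starting fluorescence score within 5 deviations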;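 note: channel opened by trigger with iodide after compound preincubation; score built on the fluorescence ratio of max minus min over baseline; more negative score means more quench and so TMEM16A activation or potentiation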
KCNQ1 block: inhibitors of human KCNQ1 potassium channel; CHO-K1 KCNQ1, FluxOR thallium flux fluorescence; hits give high values; P51787; hit rate 1.3% among 310,000; B-score at 10 µM;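 active = compounds whose thallium flux B-score, printed positive for inhibition, exceeds three library SD while starting fluorescence stays within three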;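 note: channel opened by potassium depolarization with thallium stimulus after 20 min compound exposure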
Target sequence (P51787 whole entry, looked up): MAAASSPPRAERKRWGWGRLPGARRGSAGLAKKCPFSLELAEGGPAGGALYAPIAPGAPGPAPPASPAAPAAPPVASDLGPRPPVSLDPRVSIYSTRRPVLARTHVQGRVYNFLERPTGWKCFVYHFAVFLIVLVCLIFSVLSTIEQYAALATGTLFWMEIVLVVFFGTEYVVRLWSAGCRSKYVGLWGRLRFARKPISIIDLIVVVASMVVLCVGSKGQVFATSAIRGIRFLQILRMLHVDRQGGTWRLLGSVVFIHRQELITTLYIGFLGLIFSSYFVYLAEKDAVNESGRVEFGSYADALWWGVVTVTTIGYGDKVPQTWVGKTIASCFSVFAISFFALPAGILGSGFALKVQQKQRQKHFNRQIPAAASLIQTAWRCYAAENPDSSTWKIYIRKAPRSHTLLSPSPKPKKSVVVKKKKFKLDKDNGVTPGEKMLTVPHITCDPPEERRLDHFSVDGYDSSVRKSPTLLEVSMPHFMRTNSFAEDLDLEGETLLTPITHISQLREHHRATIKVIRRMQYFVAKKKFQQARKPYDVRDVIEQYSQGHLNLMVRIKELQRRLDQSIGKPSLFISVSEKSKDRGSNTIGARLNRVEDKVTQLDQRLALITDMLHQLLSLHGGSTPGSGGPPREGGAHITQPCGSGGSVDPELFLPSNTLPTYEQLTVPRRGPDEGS
ANO1 block: mouse TMEM16A channel inhibition, primary screen. Q8BHY3. HEK293 TMEM16A/YFP iodide influx fluorescence, ionomycin. normalized B-score (activity score, 25-100; higher = stronger inhibition) at 10 µM. hit rate 1.2% among 310,000;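 active = ratio plate-corrected score three or more library SD toward inhibition, starting fluorescence score within five deviations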;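 note: score derived from kinetic fluorescence span divided by baseline fluorescence per well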
DYRK1A inh: inhibitors of rat Dyrk1A kinase. ADP-Glo luminescence, NFATc1 peptide. inhibition, % at 12.5 µM. hit rate 0.43% among 310,000. AID 504441; in the data active = inhibition above about 50%;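 note: plate controls were vehicle with enzyme for no effect and no enzyme for full effect; many of its hits are not listed in these tables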
KCNQ1 act: human KCNQ1 channel potentiation or activation; CHO-K1 KCNQ1, thallium flux FluxOR fluorescence; hits give high values; P51787; hit rate 0.35% among 310,000; B-score at 10 µM;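 active = fluorescence ratio B-score, a plate-corrected score, at least three library SD, with initial intensity B-score within 5 SD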
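System: Stable KCNQ1 CHO-K1 line | Incubation: 90 min dye loading and 20 min compound exposure, both at room temperature | Measure: Ratio B score | Medium: Assay buffer for compound exposure, DMSO matched across wells | Compound dosing: Single-concentration screen | Probe or stimulus: K+/Tl+ depolarizing stimulus | Measured by: Kinetic FluxOR fluorescence, 10 s baseline plus 110 s post-stimulus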
TRPC4 agonist: opens the mouse TRPC4 cation channel; Q9QUQ5; HEK293 TRPC4beta/mu-opioid, Fluo4 calcium fluorescence; hits give high values; B-score at 10 µM; hit rate 0.49% among 310,000; AID 2237;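 active = B-score above 5 SD of library B-scores, and initial fluorescence ratio not above library mean plus 5 SD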;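 note: positive B-score marks a calcium rise read as TRPC4 activation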
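Assay system – TRPC4beta and mu-opioid receptor HEK293 stable cells · Measured by – Fluo4 fluorescence, kinetic · Schedule – dye loading 45 min room temperature, 110 s kinetic read · Read-out – B-scored integrated calcium fluorescence ratio · Controls – buffer and maximal DAMGO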
KCNK3 inh: human KCNK3 channel inhibition, primary screen; B-score at 10 µM; O14649; CHO-KCNK3 thallium flux, FluxOR fluorescence; hits give low values; hit rate 0.84% among 340,000;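 active = B-score under library mean minus 4 SD, starting fluorescence ratio at most library mean plus 5 SD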;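 note: more negative B-score means stronger inhibition of thallium flux through KCNK3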
KCNK9 inh: blocks the human KCNK9 two-pore domain potassium channel | hit rate 1.2% among 310,000 | HEK293 KCNK9, FluxOR thallium flux fluorescence; hits give low values | B-score at 10 µM | Q9NPC2 | AID 488922;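 active = ratio B-score over 3 SD below the library mean, with starting fluorescence within 5 SD of its mean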;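 note: negative B-score means less thallium flux so channel inhibition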
Target sequence (Q9NPC2 whole entry, looked up, the tested form may be a part): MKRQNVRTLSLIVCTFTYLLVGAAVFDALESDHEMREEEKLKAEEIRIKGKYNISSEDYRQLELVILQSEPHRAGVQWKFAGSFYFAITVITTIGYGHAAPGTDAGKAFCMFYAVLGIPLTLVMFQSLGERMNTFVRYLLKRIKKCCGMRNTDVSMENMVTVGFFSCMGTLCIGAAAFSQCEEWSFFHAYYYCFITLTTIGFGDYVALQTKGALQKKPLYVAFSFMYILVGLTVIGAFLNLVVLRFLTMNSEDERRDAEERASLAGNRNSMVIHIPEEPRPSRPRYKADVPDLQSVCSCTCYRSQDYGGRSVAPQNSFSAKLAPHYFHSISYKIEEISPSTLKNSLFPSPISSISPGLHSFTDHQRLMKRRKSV
TRPC4 potent: allosterically enhances the mouse TRPC4 cation channel; Q9QUQ5; AID 2227; hit rate 0.42% among 310,000; HEK293 TRPC4beta/mu-opioid, DAMGO EC20, Fluo-4 Ca2+ flux; hits give high values; B-score at 10 µM;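 active = B-score of calcium response area above 5 SD of library B-scores, with initial fluorescence ratio within 5 SD of library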;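 note: B-score of integrated fluorescence ratio over time as area under calcium response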
hERG rescue: hERG (human) protection from proarrhythmic block; CHO-hERG, FluxOR thallium flux, dofetilide IC70 present; hit rate 0.51% among 310,000; Q12809; activation (rescue from dofetilide block), less the hit threshold, % at 10 µM; AID 1511;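 active = activation above the mean of controls blocked by dofetilide plus 5 SD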;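 note: thallium influx through hERG after potassium depolarization seen as dye fluorescence rise; in these data hits start at about 4.7%; inactives centre near -7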
HDAC3 inhib: blocks human histone deacetylase 3 | O15379 | recombinant HDAC3, fluorogenic peptide/trypsin coupled, fluorescence | inhibition, % at 8.3 µM | hit rate 0.15% among 320,000 | AID 2718; in the data active = inhibition above about 26%, passing the limit was not always enough
An asterisk follows results filed as active; i = inactive; nt = not tested or not shown. Some of the compounds tested. The share of hits here may be higher or lower than overall.

SMILES | ANO1 activ | KCNQ1 block | ANO1 block | DYRK1A inh | KCNQ1 act | TRPC4 agonist | KCNK3 inh | KCNK9 inh | TRPC4 potent | hERG rescue | HDAC3 inhib
Cc1cccc(NC(=O)c2ccccc2OCC(=O)c2ccccc2)c1 | i | i | i | 4 | i | i | i | i | i | -12 | -2
CCOCCc1nnc(NC(=O)c2cccc(F)c2)s1 | i | i | i | 7 | i | i | i | i | i | -2 | 3
C/C(CC(=O)N1CCCC1)=N\NC(=O)c1cc2ccccc2cc1O | i | i | i | 5 | i | i | i | i | i | -14 | 8
C/C(=N\NC(=O)c1cccc(S(=O)(=O)N2CCOCC2)c1)c1ccc(C#N)cc1 | i | i | i | 1 | i | i | i | i | i | -6 | -2
CCC(NC(=O)c1ccccc1NC(=O)c1ccccc1)C(=O)NNC(=O)c1cccnc1 (centres undefined) | i | i | i | nt | i | i | i | i | i | -7 | -5
Cc1nc2ccccc2c(=O)n1NC(=O)c1cccc(Cl)c1 | i | i | i | 4 | i | i | i | i | i | -7 | -6
O=C(Nc1cccc(NC(=O)c2ccc(-c3cccc(Br)c3)o2)c1)c1ccco1 | i | i | i | 7 | i | i | i | -12* | i | -27 | 2
Cn1c(SCC(=O)NCc2ccc3c(c2)OCO3)nnc1C1COc2ccccc2O1 (centres undefined) | nt | i | i | -2 | i | i | i | i | i | -4 | 8
O=C(O)c1ccc(/C=N\Nc2ccccn2)cc1 | i | i | i | 12 | i | i | i | i | i | -9 | 4
CCOc1cccc(C(=O)Nc2cccc(C(=O)NC(C)(C)C)c2)c1 | i | i | i | -9 | i | i | i | i | i | -6 | -4
Cc1ccc(-c2cc(-c3ccc4c(c3)OCO4)c(C#N)c(N)n2)o1 | i | i | i | 5 | i | i | i | i | i | -10 | 12
COc1ccc(NS(=O)(=O)c2cc3c(cc2C)N(C)CCO3)c(OC)c1 | i | i | i | -2 | i | i | i | i | i | -7 | nt
O=S(=O)(/N=C(/Nc1ccccn1)c1ccc(Cl)cc1)c1ccc(Cl)cc1 | i | i | i | -2 | i | i | i | i | i | -3 | nt
CC(C)N(CCCNC(=O)Cn1c(=O)c2cccn2c2ccccc21)Cc1ccccc1 | i | i | i | 1 | i | i | i | i | i | -8 | 2
COCCN(C(=O)CCC(=O)Nc1nccs1)C(C(=O)NC(C)(C)C)c1ccc(C)cc1 (centres undefined) | i | i | i | -1 | i | i | i | i | i | -14 | -4
O=C(COC(=O)c1cccnc1)Nc1cccc2ccccc12 | i | i | i | 5 | i | i | i | i | i | -4 | -3
CC(=O)Nc1ccc(NC(=O)CN(C)CC(=O)Nc2ccccc2Br)cc1 | i | i | i | nt | i | i | i | i | i | -7 | -3
CC1CN(C(=O)c2cccc(C(=O)N3CC(C)OC(C)C3)c2)CC(C)O1 (centres undefined) | i | i | i | 0 | i | i | i | i | i | -9 | 2
N#C/C(=C(/O)c1ccc(Br)s1)c1nc2ccccc2[nH]1 | i | i | i | -2 | i | i | i | i | i | -11 | -4
Cc1cc(=O)n(-c2ccc(C(=O)O)cc2)[nH]1 | i | i | i | -1 | i | i | i | i | i | -5 | 6
CCOC(=O)C1CCN(S(=O)(=O)c2ccc(NC(C)=O)c(Cl)c2)CC1 | i | i | i | -3 | i | i | i | i | i | 1 | -2
COc1ccccc1NC(CC(=O)c1ccccc1)C(=O)OCC(=O)c1ccc(C)c(C)c1 (centres undefined) | i | i | i | nt | i | i | i | i | i | -16 | 9
Cc1ccc(NC(=S)N2CCCC(c3nc4ccc(C)cc4[nH]3)C2)c(C)c1 (centres undefined) | i | i | i | 4 | i | i | i | i | i | -4 | 0
O=C(CCN1CCN(Cc2ccccc2)CC1)NNC(=O)Nc1cccc(Cl)c1 | i | i | i | 1 | i | i | i | i | i | -11 | -6
CCOC(=O)c1c(NC(=O)c2cccnc2)sc(C)c1C | i | i | i | 1 | i | i | i | i | i | -6 | -3
COc1ccc(NC(=O)CN2CCN(C(=S)NC3CCCC3)CC2)cc1 | i | i | i | -2 | i | i | i | i | i | 0 | -6
CC(=O)N1CC=CC1(CC(C)C)C(=O)NCc1cc(F)cc(C(F)(F)F)c1 (centres undefined) | i | i | i | 35 | i | i | i | i | i | -13 | 0
CC1CCCCN1CC(O)COCCC12CC3CC(CC(C3)C1)C2 (centres undefined) | i | 8* | i | nt | i | i | i | i | i | -10 | -4
Cc1cc(C)nc(NS(=O)(=O)c2ccc(NC(=O)c3ccco3)cc2)n1 | i | i | i | 5 | i | i | i | i | i | -8 | -1
COc1cccc(C2C(C#N)=C(N)N(N(C)C)C3=C2C(=O)CC(C)(C)C3)c1 (centres undefined) | i | i | i | -3 | i | i | i | i | i | -4 | 2
COc1cc(CCC(=O)OCC(=O)Nc2ncc(Cl)cc2Cl)cc(OC)c1OC | i | i | i | -1 | i | i | i | i | i | -11 | 2
COc1nc(N/N=C/c2ccc(-c3cccc([N+](=O)[O-])c3)o2)nc(N2CCOCC2)n1 | nt | i | nt | nt | i | i | nt | i | i | -7 | nt
Cc1cc(=O)n(C2CCS(=O)(=O)C2)[nH]1 (centres undefined) | i | i | i | 0 | i | i | i | i | i | -6 | -3
Cc1cccc(CSc2nc3nc(C)cc(C)n3n2)c1 | i | i | i | -2 | i | i | i | i | i | -9 | -2
Cc1cc(C(F)(F)F)nn1Cc1n[nH]c(=S)n1-c1ccc(Cl)cc1 | i | i | i | -1 | i | i | i | i | i | -5 | -1
CCCCc1nc2cc(C(=O)N3CCCCC3COC)ccc2o1 (centres undefined) | i | i | i | 1 | i | i | i | i | i | -4 | -18
C=C1C(C(=O)Nc2cccc(OC)c2)C1C(=O)Nc1cccc(OC)c1 (centres undefined) | i | i | i | 1 | i | i | i | i | i | -3 | 1
CCc1ccc(-c2csc(NC(=O)Oc3ccccc3)n2)cc1 | i | i | i | -6 | i | i | i | i | i | -8 | -1
CCC(C(=O)Nc1nc(C)c(C(=O)OC)s1)c1ccccc1 (centres undefined) | i | i | i | 4 | i | i | i | -9.4* | i | -13 | 7
COc1ccc(/C=C/C2=CC(C)(C)NC(=S)N2)cc1 | i | i | i | 13 | i | i | i | i | i | -2 | 6
Cc1cc(C(=O)N2CCN(c3ncccc3C#N)CC2)no1 | i | i | i | nt | i | i | i | i | i | -4 | -12
COc1ccc(-n2nnnc2SCC(=O)c2ccc3c(c2)OCCO3)cc1 | i | i | i | -5 | i | i | i | i | i | -7 | 13
CCOc1ccc(CNC(=S)Nc2ccccc2)cc1Cl | i | i | i | 2 | i | i | i | i | i | -3 | 3
C=CCNC(=O)C1CC(=O)N(c2ccc(OCC(=O)Nc3ccc(Cl)cc3)cc2)C1 (centres undefined) | i | i | i | -9 | i | i | i | i | i | -7 | 0
CN(C(=O)COC(=O)/C=C/c1cn(-c2ccccc2)nc1-c1ccc2c(c1)OCCO2)C1CCS(=O)(=O)C1 (centres undefined) | i | i | i | nt | i | i | i | i | i | -10 | 2
CC(C(=O)O)c1ccc(N2Cc3ccccc3C2=O)cc1 (centres undefined) | i | i | i | 10 | i | i | i | i | i | -4 | -5
CC1=CC(c2ccccc2)n2nc(N)nc2N1 (centres undefined) | i | i | i | 0 | i | i | i | i | i | -4 | -18
O=C(CCC1CCN(C(=O)Cc2c(F)cccc2F)CC1)NC1CC1 | i | i | i | nt | i | i | i | i | i | -6 | 4

The list goes on; the last 3 above are carried over.
SMILES | ANO1 activ | KCNQ1 block | ANO1 block | DYRK1A inh | KCNQ1 act | TRPC4 agonist | KCNK3 inh | KCNK9 inh | TRPC4 potent | hERG rescue | HDAC3 inhib
CC(C(=O)O)c1ccc(N2Cc3ccccc3C2=O)cc1 (centres undefined) | i | i | i | 10 | i | i | i | i | i | -4 | -5
CC1=CC(c2ccccc2)n2nc(N)nc2N1 (centres undefined) | i | i | i | 0 | i | i | i | i | i | -4 | -18
O=C(CCC1CCN(C(=O)Cc2c(F)cccc2F)CC1)NC1CC1 | i | i | i | nt | i | i | i | i | i | -6 | 4
COc1cc(OC)cc(C(=O)N[C@H](C(=O)Nc2ccc(S(=O)(=O)N(C)C)cc2)C(C)C)c1 | i | i | i | -2 | i | i | i | i | i | -5 | 5
COc1cc(OC)cc(C(=O)NCCNC(=O)c2ccco2)c1 | i | i | i | 11 | i | i | i | i | i | -4 | 0
CCn1c2ccccc2c2nnc(SCC(=O)Nc3cc(C)on3)nc21 | i | i | i | -6 | i | i | i | i | i | -5 | 2
O=C(CNC(=O)c1ccc(Oc2ccccc2)cc1)OCc1ccc(Br)cc1 | i | i | i | 0 | i | i | i | i | i | -5 | 6
COC(=O)c1c(NC(=S)NN2CCOCC2)sc2c1CCCC2 | i | i | i | 5 | i | i | i | i | i | -22 | 5
Cc1sc(NC(=O)C2=COCCO2)nc1-c1ccc(F)cc1 | i | i | i | 17 | i | i | i | i | i | -12 | -3
CCO[C@H]1OC(C(=O)N2CCCCCCC2)=C[C@@H](c2ccc(C(F)(F)F)cc2)[C@@H]1CCCO | i | i | i | 9 | i | i | i | i | i | -8 | 9
CCOc1ccc(C(=O)CCNC(Cc2cnc[nH]2)C(=O)O)cc1 (centres undefined) | i | i | i | nt | i | i | i | i | i | -1 | 4
Cc1ccc(CNC(=O)CN(c2ccc(C)cc2)S(=O)(=O)c2c(C)nn(C)c2C)cc1 | i | i | i | -3 | i | i | i | i | i | -3 | -1
COc1cc(NC(=O)Cn2cnc(S(=O)(=O)N3CCOCC3)c2)cc(OC)c1OC | i | i | i | -2 | i | i | i | i | i | -6 | 5
CCc1c(C)[nH]c2ccc(C)cc2c1=O | i | i | i | -3 | i | i | i | i | i | -8 | -2
O=Nc1c2ccc[nH]c-2c2ccc([N+](=O)[O-])cc12 | i | i | i | 31 | i | i | i | i | i | -5 | 0
COc1cc(/C=N/N2CCN(C3c4ccccc4-c4ccccc43)CC2)cc(OC)c1OC | i | i | i | 2 | i | i | i | i | i | -8 | -8
COc1cc(/C(C)=N/N2CCN(Cc3ccc(C)cc3)CC2)ccc1O | i | i | i | nt | i | i | i | i | i | -2 | 2
CSc1ccccc1C(=O)NCCSc1ccc(C)cc1 | i | i | i | -2 | i | i | i | i | i | -4 | 8
CC1CN(C(=S)NC(=O)c2ccc([N+](=O)[O-])cc2)CC(C)O1 (centres undefined) | i | i | i | -3 | i | i | i | i | i | -1 | -1
